# Screens deposited in PubChem BioAssay by University of Kansas High Throughput Screening Laboratory.
# Pf apPOL inh = Pf-apPOL DNA polymerase inhibition; Recombinant Pf-apPOL, molecular beacon fluorescence, 1.5 h; inhibition, % at 10 µM; 210,000 tested, 0.25% active; AID 1794808
# mHTT CaM bind = disrupts binding of mutant huntingtin to calmodulin | AlphaScreen His-mHTT/GST-CaM binding, luminescence | inhibition, % at 15 µM | 190,000 tested, 3.6% active | AID 1671202;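 further: 0% = both proteins with DMSO and 100% = one protein alone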
# * = called active by the depositor; i = inactive; x = not tested or not shown; & = joins results of further samples. No stated cut-off is given here; in the data, active means inhibition above about 50%; inactive means the rest.
# Every second line gives: Pf apPOL inh	mHTT CaM bind
Cc1ccccc1-n1nc2c(c1NC(=O)COc1ccc(Cl)cc1Cl)CS(=O)C2 (stereo not drawn)
  -56	10
Cc1[nH]nc2c1C(c1cccs1)CC(=O)N2 (stereo not drawn)
  1	0
N#CC1=C(N)Oc2c(oc(CO)cc2=O)C1c1cccc(Cl)c1 (stereo not drawn)
  2	-1
NC(=O)c1cc2n(n1)C(C(F)(F)F)CC(c1ccc(Cl)cc1)N2 (stereo not drawn)
  -20	6
CCc1ccc(Oc2nccnc2N2CCC(C(=O)Nc3cccc(C(C)=O)c3)CC2)cc1
  -5	-7
COc1ccc(-c2noc(C3CCN(CC(=O)Nc4cccc(C)c4C)CC3)n2)cc1
  -5	2
COc1cc(OC)cc(C(=O)Nc2cc(-c3nc4ncccc4o3)ccc2C)c1
  -4	-10
CC(=O)C1C(=O)c2cccc([N+](=O)[O-])c2C1=O (stereo not drawn)
  7	x
O=C(COc1ccccc1[N+](=O)[O-])Nc1ccc2c(c1)Cc1ccccc1-2
  -3	5
COc1ccc(/C=C2/N=C(c3cccc([N+](=O)[O-])c3C)OC2=O)c(OC)c1
  5	12
O=C(Nc1c2c(nn1-c1cccc(Cl)c1)CSC2)c1ccccc1C(F)(F)F
  -1	-8
CCOC(=O)Cn1nnc(-c2nnn(CC(=O)OCC)n2)n1
  x	-5
CCOc1cc(/C=C2\C(=O)ON=C2C)cc(Br)c1OCc1ccc(C)cc1
  -5	89*
CC(C)c1ccc(N2CC(C(=O)NCc3ccccc3)CC2=O)cc1 (stereo not drawn)
  -12	5
CCOc1ccccc1C(=O)N1CCC(COc2ccc(C(=O)N3CCCC3)cc2)CC1
  -1	15
O=C(c1ccncc1)N1CCN(Cc2ccc3c(c2)OCO3)CC1
  -4	1
O=C1OC(c2ccc(Cl)c([N+](=O)[O-])c2)=N/C1=C\c1cc(Br)ccc1F
  -4	13
Cc1cc(C)n2c(SCc3ccccc3)nnc2n1
  -3	4
CCSc1nnc(NC(=O)c2ccc(F)cc2)s1
  -2	4
CCCOc1ccc(C(=O)Nc2ccc(NC(=O)c3ccco3)cc2)cc1
  -2	-10
CC(=O)NC1C(Oc2ccccc2)OC2COC(C)(C)OC2C1O (stereo not drawn)
  -6&12	-2&-6
Cc1ccc(N2C(=O)C3C4C=CC(C4)C3(C)C2=O)cc1Cl (stereo not drawn)
  -4	-5
N#CC1=C(N)Oc2cc(O)ccc2C1c1cccc(Br)c1 (stereo not drawn)
  3	0
CSc1ccc(NC(=O)C(C)C)nn1
  -2	-16
Cc1ccc(NC(=O)N2CCCC2c2cc(C)no2)cc1 (stereo not drawn)
  -4	4
NC(=O)c1c(NC(=O)CCN2C(=O)c3ccccc3C2=O)sc2c1CCC2
  2	34
O=C(ON=C(Cc1ccccc1)C(F)(F)F)c1cc(C(F)(F)F)cc(C(F)(F)F)c1
  4	x
Cc1cc(C(F)(F)F)nn1CC(=O)Nc1ccc(S(N)(=O)=O)cc1
  1	-4
Cc1ccnc(C(=O)Nc2ccc(Nc3cc(N4CCCC4)nc(C)n3)cc2)n1
  -6	-9
CN(C)S(=O)(=O)N1CCC(Nc2cccnc2)C1 (stereo not drawn)
  -4	-1
O=C(O)c1ccc(N2C(=O)CC(N3CCN(c4cccc(Cl)c4)CC3)C2=O)cc1 (stereo not drawn)
  -6	-1
COc1ccc(C)cc1N1CCN(C(=O)CCc2ccccc2)C(C)C1=O (stereo not drawn)
  -3	-7
Cc1ccc(OCC(=O)N2CCCCC2CCN2CCCC2)cc1C (stereo not drawn)
  -10	-6
O=C(c1cnccn1)N1CCN(Cc2nc3ccccc3[nH]2)CC1
  -5	-12
O=[N+]([O-])c1ccccc1CNc1ccc2c(c1)CCC2
  -2	94*
CCOc1ccccc1C(=O)N1CCc2cc(OC)c(OC)cc2C1COc1ccccc1OC (stereo not drawn)
  -4	55*
CN(CC(=O)Nc1ccc([N+](=O)[O-])cc1)S(=O)(=O)c1ccccc1
  -10	6
COc1ccc(NC(=O)Nc2nnc(SCC(=O)NCc3ccccc3)s2)cc1
  -3	-16
Cc1noc(C2CN(C(=O)Nc3cccc(Cl)c3C)CC23CCOCC3)n1 (stereo not drawn)
  -2	-8
Cc1ccc(N2CCN(C(=O)C3CCC3)C(C)C2=O)cc1Cl (stereo not drawn)
  2	-1
COc1ccc(CNC(=O)Nc2ccc3nc(N4CCN(C)CC4)cc(C)c3c2)cc1OC
  1	8
CCOC(=O)c1c[nH]c2ccc(C(F)(F)F)cc2c1=O
  -2&-14	x
Cn1nc(C(F)(F)F)c(-c2ccccc2)c1NS(C)(=O)=O
  -1	x
COc1cccc(CNC(=O)C2CCN(Cc3cn(C)c4ccc(OC)cc34)CC2)c1
  2	13
CCOC(=O)CNC(=O)CSc1ccc(Cl)cc1
  -5&-1	x
C#CCN1CCS(=O)(=O)CC1
  6	x
COc1ccc(Nc2ncc3c(n2)CCN(Cc2cc(F)cc(F)c2)C3)cc1
  -10	14
CCOC(=O)C(C#N)=CN(N=Cc1ccccc1)c1ccccc1
  -3	x
CCC(=O)Nc1c2c(nn1-c1ccc(OC)cc1)CS(=O)(=O)C2
  5	6
Cc1ccc(NC(=O)CSC2=NN3CCCC(=O)N=C3S2)c(C)c1
  -4	-1
O=C1CCC(=O)N1CCSSCCN1C(=O)CCC1=O
  5	0
O=C(Nc1cccc(F)c1)c1c(O)c2cccnc2n(-c2ccc(F)cc2)c1=O
  -3	-3
O=C(NCCCn1cccn1)c1cn2ccccc2n1
  -3	-2
O=C(CNC(=O)c1ccccc1)OCc1cc(-c2ccc(F)cc2F)on1
  -1	-11
O=C(NCCN1CCOCC1)c1ccc(-c2ccc(N3CCCCCC3)nc2)cc1
  -3	32
Cc1cc(C)nc(SCc2cc(=O)c(OC(=O)c3cc4ccccc4o3)co2)n1
  2	92*
COc1cc2ncnc(NC3CCCCC3)c2cc1OC
  4	x
C(#CCN1CCN(CC#CCOCc2ccccc2)CC1)COCc1ccccc1
  -3	12
N#Cc1c(SCc2ccc(Cl)cc2)nsc1Nc1ccc(Cl)cc1
  -2	x
Cc1ccc(-n2c(CN3CCN(C(=O)NC4CCCC4)CC3)nc3cccnc32)cc1
  -2	11

# (next part)
# Every second line gives: Pf apPOL inh	mHTT CaM bind
Cc1ccc(O)c(NC(=O)CSCc2ccc(Cl)cc2)c1
  11	0
CC(C)CN1C(=O)c2ccc(NC(=O)COc3ccccc3)cc2C1=O
  -1	2
COc1ccc(C2CC(C(F)(F)F)n3nc(C(=O)NCc4cccc(Cl)c4)cc3N2)cc1 (stereo not drawn)
  1	22
CN1CCN(C(=O)c2cccc(Cl)c2)CC1
  1	2
CC(=O)N1CCC2(CC1)N=C(c1cc(Cl)ccc1O)CC(c1ccc(C)cc1)N2 (stereo not drawn)
  6	24
CN1C(=O)NC2(CCN(S(=O)(=O)c3ccccc3C(F)(F)F)CC2)C1=O
  -1	-5
COc1cccc(/C=C/c2[nH]c(=O)[nH]c(=O)c2[N+](=O)[O-])c1
  -6	13
COCc1nnc(NS(=O)(=O)c2ccc(Br)cc2)s1
  -1	-3
CC1CN(C(=O)Cc2cccnc2)CC1c1nc(-c2ccccc2)no1 (stereo not drawn)
  -2	12
CCOc1ccc(S(=O)(=O)N(C)Cc2ccccc2)c2cccnc12
  -4	17
COCCCNC(=O)C1CCN(Cc2cc3ccccc3n2Cc2ccc(C)cc2)CC1
  -4	76*
CCC(=O)N1CCc2c(nc(-c3ccc(OC)cc3)[nH]c2=O)C1
  3	2
CC(=O)Nc1ccc(S(=O)(=O)Nc2ccc(I)cc2I)cc1
  28	x
CCc1nc(C)c2c(=O)[nH]ccn12
  4	2
CCCn1c(O)c(CN2CCCCC2)c(C)c(C#N)c1=O
  -2	8
O=C(CC1CCN(C(=O)C2CCCCC2)CC1)NC1CCCCCC1
  -3	1
O=C(NCCCN1CCCCCC1)c1cc2n(n1)CCCN(Cc1ccccc1)C2=O
  -3	26
CC(NC(=O)C1CCN(c2ccc(Br)cc2F)C1=O)c1ccccc1 (stereo not drawn)
  0	0
COc1ccc(NC(=O)CN(c2ccc(Cl)cc2C)S(C)(=O)=O)c(OC)c1
  -6	6
Cc1onc(-c2ccccc2)c1C(=O)N1CCCN(C(=O)c2c(-c3ccccc3)noc2C)CC1
  -3	6

# Next section.
SMILES,Pf apPOL inh,mHTT CaM bind
CCc1ccccc1N(C(=O)C1CCCCC1)C1C=CS(=O)(=O)C1 (stereo not drawn),-6,6
CCn1cc(S(=O)(=O)CC(=O)Nc2cc(C)ccc2C)c2ccccc21,0,1
CC(=O)Nc1ccc(S(=O)(=O)Nc2ccc(C(=O)c3ccccc3)cc2)cc1,-1,11
CN(Cc1ccccc1)C(=O)c1cc2c(n1C)CCN(Cc1cccc(F)c1)C2,-5,59*
COc1cccc(NC(=O)c2cncc(-c3ccc(C)cc3)c2)c1,0,1
Cc1ccc2ncc3c(=O)n(CC(=O)Nc4cccc(F)c4)[nH]c3c2c1,0,81*
Cc1ccc(N2C(N)=C(C#N)C(c3cccnc3)C3=C2CCCC3=O)cc1 (stereo not drawn),0,3
O=C(c1cc2n(n1)C(C(F)(F)F)CC(c1ccc(Cl)cc1)N2)N1CCOCC1 (stereo not drawn),-4,-1
CC12CCC3C(CCC4CCCCC43C)C1CC(c1nc3ccccc3[nH]1)=C2O (stereo not drawn),-1,-1
O=C(Cc1ccccc1Cl)NCC1CCN(c2cc(-c3cccnc3)[nH]n2)CC1,-5,13
COC(=O)c1ccsc1NC(=O)c1cc(-c2ccccc2)on1,0,-12
COc1cccc(OC)c1C(=O)Nc1ccc(Cl)cc1C,-5,-2
Cc1cccnc1NC(=O)CCn1cnc2c(cnn2-c2ccc(F)cc2)c1=O,-10,-15
Cn1cc(CNC(=O)NC2CCCCC2)cn1,0,-1
O=c1[nH]c2ccccc2c2nnnn12,x,1

# Quoted from the results shown (18 entries):
SMILES,Pf apPOL inh,mHTT CaM bind
CC(NC(=O)C1CCN(c2ccc(Br)cc2F)C1=O)c1ccccc1 (stereo not drawn),0,0
COc1ccc(NC(=O)CN(c2ccc(Cl)cc2C)S(C)(=O)=O)c(OC)c1,-6,6
Cc1onc(-c2ccccc2)c1C(=O)N1CCCN(C(=O)c2c(-c3ccccc3)noc2C)CC1,-3,6
CCc1ccccc1N(C(=O)C1CCCCC1)C1C=CS(=O)(=O)C1 (stereo not drawn),-6,6
CCn1cc(S(=O)(=O)CC(=O)Nc2cc(C)ccc2C)c2ccccc21,0,1
CC(=O)Nc1ccc(S(=O)(=O)Nc2ccc(C(=O)c3ccccc3)cc2)cc1,-1,11
CN(Cc1ccccc1)C(=O)c1cc2c(n1C)CCN(Cc1cccc(F)c1)C2,-5,59*
COc1cccc(NC(=O)c2cncc(-c3ccc(C)cc3)c2)c1,0,1
Cc1ccc2ncc3c(=O)n(CC(=O)Nc4cccc(F)c4)[nH]c3c2c1,0,81*
Cc1ccc(N2C(N)=C(C#N)C(c3cccnc3)C3=C2CCCC3=O)cc1 (stereo not drawn),0,3
O=C(c1cc2n(n1)C(C(F)(F)F)CC(c1ccc(Cl)cc1)N2)N1CCOCC1 (stereo not drawn),-4,-1
CC12CCC3C(CCC4CCCCC43C)C1CC(c1nc3ccccc3[nH]1)=C2O (stereo not drawn),-1,-1
O=C(Cc1ccccc1Cl)NCC1CCN(c2cc(-c3cccnc3)[nH]n2)CC1,-5,13
COC(=O)c1ccsc1NC(=O)c1cc(-c2ccccc2)on1,0,-12
COc1cccc(OC)c1C(=O)Nc1ccc(Cl)cc1C,-5,-2
Cc1cccnc1NC(=O)CCn1cnc2c(cnn2-c2ccc(F)cc2)c1=O,-10,-15
Cn1cc(CNC(=O)NC2CCCCC2)cn1,0,-1
O=c1[nH]c2ccccc2c2nnnn12,x,1

# Additional entries
SMILES,Pf apPOL inh,mHTT CaM bind
O=C(Nc1ccccc1)c1nnc(-c2ccccc2)o1,-3,x
CCc1cc(-c2[nH]ncc2-c2nc3ccccc3n2C)c(O)cc1O,-2,28
CC(=O)Nc1ccc2nc(NC(=O)c3cc(Cl)sc3Cl)sc2c1,-3,-5
CC(=Cc1ccccc1)C(C)=NO,-14,x
O=C(O)[C@H]1CCCC[C@H]1C(=O)N[C@H]1CCCC[C@@H]1NC(=O)[C@H]1CCCC[C@H]1C(=O)O,x,-8
Cc1ccc(S(=O)(=O)CCc2nnc(NC(=O)c3ccco3)s2)cc1C,0,-2
O=C(O)c1ccc(CN(c2ccccn2)S(=O)(=O)c2ccccc2)cc1,-3,5
Cn1c(=O)n(CC(=O)Nc2ccccn2)c(=O)c2ccccc21,-4,-5
O=C(Nc1ccccc1)c1ccccc1NC(=O)C1CC1,-2,-6
COc1ccc(-c2csc(/C(C#N)=C/c3ccc(O)c(OC)c3)n2)cc1,0,40
Cc1ccccc1OCC(=O)NCCN1CCN(S(C)(=O)=O)CC1,-3,-5
CCC(=O)N1CCc2cc(Br)cc(S(=O)(=O)N(CC(C)C)CC(C)C)c21,-2,3
Cc1cc(Cl)ccc1NS(=O)(=O)c1cccc([N+](=O)[O-])c1,-4,12
C=CCN1[C@H](CC(C)C)COc2cccc(F)c2S1(=O)=O,-1,-19
CCCCOCC1CN(CCCC)S(=O)(=O)c2c(Oc3ccc(C)cc3)cccc2O1 (stereo not drawn),-4,-18
COc1ccc(NC(=O)CCS(=O)(=O)c2ccc(Br)s2)c(OC)c1,1,-2
C/C(Cn1nnc([N+](=O)[O-])n1)=N\Nc1c(Cl)cc(Cl)cc1Cl,x,i
CCOc1ccc(S(=O)(=O)Nc2c(C)cc(C)cc2C)c2cccnc12,-4,26
COc1ccc(C(C)NC(=O)C2CCN(c3cnn(Cc4ccccc4)c(=O)c3)CC2)cc1 (stereo not drawn),-6,14
CCS(=O)(=O)N1CCc2ccc(NC(=O)COc3ccc(Cl)cc3Cl)cc2C1,-3,17
O=C(Nc1ccc(Cl)cc1F)c1cc(S(=O)(=O)NCCc2ccccc2)ccc1F,-6,-1

# Record cards, as listed above. Order of screens: Pf apPOL inh, mHTT CaM bind
# Cn1cc(CNC(=O)NC2CCCCC2)cn1 across the screens: 0, -1
# CCSc1nnc(NC(=O)c2ccc(F)cc2)s1 across the screens: -2, 4
